# Assay outcomes (PubChem)
# CIT2 TOR yeast: alters CIT2-GFP fluorescence in TOR pathway yeast screen; 0.065% of 320,000 active; S. cerevisiae CIT2-GFP strain, flow cytometry, 3 h; 100 means same as DMSO wells; AID 2029; GFP response vs DMSO, % at 10 µM;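 active means GFP response relative to DMSO above a set limit, near the screen mean plus 3 SD, cut at about 150% in these data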;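 further: ratio of well median GFP fluorescence to mean of DMSO wells on the plate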
# LAP4 TOR yeast: alters LAP4-GFP fluorescence in TOR pathway yeast screen; S. cerevisiae LAP4-GFP multiplex, flow cytometry GFP, 3 h; median GFP as percent of DMSO wells; GFP response vs DMSO, % at 10 µM; 0.34% of 320,000 active; AID 2023;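 active means GFP response vs DMSO above a set limit, about the screen mean plus 3 SD, cut at about 150% in these data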
# GRK2 aptamer HTS: human GRK2 inhibition via aptamer displacement; inhibition of aptamer binding, % at 10 µM; bead flow cytometry, FAM-aptamer displacement from GRK2; P25098; 0.59% of 330,000 active; AID 488847;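 active means inhibition of aptamer binding above 40%, roughly 3 SD of noise, on plates passing a quality check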;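 further: median bead fluorescence of bound FAM aptamer so fluorescent compounds give negative values; no value below 0 was filed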
# RPL19A TOR yeast: yeast TOR pathway RPL19A-GFP modulation | S. cerevisiae RPL19A-GFP strain, flow cytometry, 3 h; stronger effect = lower value | percent response vs DMSO, % at 10 µM | 0.3% of 330,000 active | AID 2025;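 active means percent response vs DMSO below 50%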;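 further: median channel GFP fluorescence of the barcoded RPL19A-GFP strain; ratio of sample median GFP to plate DMSO average so 100% = DMSO; lower means less RPL19A-GFP as with rapamycin TOR inhibition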
# JMJD2C inh: human JMJD2C demethylase inhibition; 0.069% of 330,000 active; inhibition, % at 2.35 µM; AID 2099; Q9H3R0; GST-JMJD2C(1-420) H3K9me3 demethylation, DELFIA europium;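 active means more than half of a compound's replicate wells show inhibition beyond 50%, single wells judged on their own value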;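 further: signal counts dimethyl H3K9 product captured on neutravidin plate; 0% = median of DMSO wells and 100% = 0.3 times that DMSO median; strong numbers were not always called active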
# AGP1-GFP MLPCN: yeast TOR pathway AGP1-GFP modulation; S. cerevisiae AGP1-GFP multiplex flow cytometry, 3 h; GFP as percent of DMSO wells; GFP response vs DMSO, % at 10 µM; AID 2066; 0.02% of 320,000 active;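 active means GFP response relative to DMSO above a set limit, near screen average plus 3 SD, cut at about 150% in these data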;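 further: median GFP channel fluorescence of the gated AGP1 strain per well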
# VLA-4 inh: inhibition in a human VLA-4 binding assay; P13612; VLA-4 expressing cells, ligand binding flow cytometry; inhibition, % (about 7 µM as worked out from the volumes in the protocol); 0.2% of 330,000 active; AID 2557; in the data active means inhibition above about 50%
# Target sequence (P13612 whole entry, looked up): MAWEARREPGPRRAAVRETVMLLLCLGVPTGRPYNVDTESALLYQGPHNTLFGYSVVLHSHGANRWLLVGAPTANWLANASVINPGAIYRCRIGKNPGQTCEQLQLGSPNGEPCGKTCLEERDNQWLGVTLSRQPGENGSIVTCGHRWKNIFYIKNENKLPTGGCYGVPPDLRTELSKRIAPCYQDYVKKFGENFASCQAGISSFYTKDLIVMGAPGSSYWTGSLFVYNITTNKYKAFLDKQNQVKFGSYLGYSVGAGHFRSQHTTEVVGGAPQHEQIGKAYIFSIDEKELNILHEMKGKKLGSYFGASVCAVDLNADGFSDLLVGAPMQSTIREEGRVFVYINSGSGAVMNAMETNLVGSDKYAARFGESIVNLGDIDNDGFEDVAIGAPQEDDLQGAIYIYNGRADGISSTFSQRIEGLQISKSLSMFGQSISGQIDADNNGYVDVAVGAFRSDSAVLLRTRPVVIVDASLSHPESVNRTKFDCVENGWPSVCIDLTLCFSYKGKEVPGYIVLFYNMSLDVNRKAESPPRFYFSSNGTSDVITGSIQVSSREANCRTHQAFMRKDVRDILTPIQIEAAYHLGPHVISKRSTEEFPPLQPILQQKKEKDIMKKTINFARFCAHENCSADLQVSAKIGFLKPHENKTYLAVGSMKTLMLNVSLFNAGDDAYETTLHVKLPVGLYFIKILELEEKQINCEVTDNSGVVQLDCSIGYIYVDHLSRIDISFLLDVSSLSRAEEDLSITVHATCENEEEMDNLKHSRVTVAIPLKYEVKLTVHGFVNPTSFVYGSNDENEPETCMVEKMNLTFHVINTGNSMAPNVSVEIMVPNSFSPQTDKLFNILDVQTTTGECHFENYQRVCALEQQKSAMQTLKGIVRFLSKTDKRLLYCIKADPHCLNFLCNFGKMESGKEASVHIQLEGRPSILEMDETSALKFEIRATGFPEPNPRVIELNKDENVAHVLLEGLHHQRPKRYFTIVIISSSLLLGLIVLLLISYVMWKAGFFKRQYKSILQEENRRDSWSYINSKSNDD
# MEP2-GFP yeast: alters MEP2-GFP fluorescence in TOR pathway yeast screen; S. cerevisiae MEP2-GFP strain, flow cytometry GFP, 3 h; 100% = DMSO control level; GFP response vs DMSO, % at 10 µM; 0.51% of 330,000 active;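 active means GFP response versus DMSO above a set limit, roughly screen mean plus 3 SD, cut at about 180% in these data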;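 further: median GFP fluorescence of the barcode-gated MEP2-GFP cells per well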
# The depositor's hits bear a star; . = not tested or not shown.
CIT2 TOR yeast | LAP4 TOR yeast | GRK2 aptamer HTS | RPL19A TOR yeast | JMJD2C inh | AGP1-GFP MLPCN | VLA-4 inh | MEP2-GFP yeast | smiles
100 | 104 | 1 | 97 | -5 | 101 | 3 | 104 | Cn1c(=NC(=O)c2cccc([N+](=O)[O-])c2)sc2ccccc21
95 | 87 | 0 | 101 | 0 | 99 | 1 | 102 | Cc1nc2c(Cl)cccc2c2c1CC(CBr)O2 (stereo unspecified)
105 | 112 | 0 | 105 | 13 | 117 | 19 | 100 | N/C(=N\c1nc2ccccc2o1)NC(=O)c1cccc(Br)c1
102 | 76 | 2 | 97 | -11 | 89 | 2 | 101 | O=S(=O)(NC1CC1)c1ccc(Cl)cc1
98 | 94 | 12 | 99 | -3 | 100 | 5 | 97 | COc1ccc(CC(=O)OC(C)C(=O)NCc2ccc3c(c2)OCO3)cc1OC (stereo unspecified)
94 | 93 | 1 | 94 | 8 | 105 | 5 | 95 | O=C(C1CC1)N(Cc1nc2ccccc2c(=O)[nH]1)Cc1cccs1
107 | 97 | 0 | 100 | -8 | 104 | 10 | 108 | Fc1ccc(-n2cc(CNCCc3cccnc3)c(-c3ccccc3Cl)n2)cc1
. | . | 0 | 99 | 3 | . | -14 | 98 | CC(C)=NOc1nc(N(C)C)nc(N2CCOCC2)n1
101 | 108 | 54* | 102 | 10 | 103 | -36 | 109 | O=C(COc1ccccc1Cl)Nc1ccc(N2CCCC2)cc1
94 | 70 | 16 | 117 | -3 | 90 | 11 | 101 | O=C(CN1C(=O)S/C(=C\c2ccccn2)C1=O)Nc1ccc(F)cc1
83 | 88 | 1 | 101 | -2 | 98 | 6 | 94 | COc1cc2c(cc1OC)C(c1ccc(C)cc1)NC(=O)C2 (stereo unspecified)
100 | . | 0 | 94 | 16 | 94 | -9 | 89 | COc1ccc(OCC(=O)NCc2cccnc2)cc1
91 | 94 | 0 | 108 | -11 | 100 | -27 | 110 | NC(=O)NNC1=Nc2cccc3cccc1c23
78 | 102 | 0 | 94 | 10 | 92 | 10 | 100 | Cc1cc(C(=O)NCc2ccco2)sc1C
100 | 108 | 0 | 101 | -22 | 105 | 5 | 99 | O=C(COc1ccc(F)cc1)NCC1(N2CCOCC2)CCCCC1
85 | 98 | 1 | 118 | 4 | 67 | -35 | 106 | N#CC1=C(N)OC2=C(CC/C2=C\c2ccc(F)cc2)C1c1ccc(F)cc1 (stereo unspecified)
96 | 99 | 1 | 91 | 7 | 87 | 7 | 104 | O=C(NCc1ccccn1)c1ccc2ccccc2n1
91 | 115 | 4 | 98 | -2 | 97 | -8 | 102 | Clc1c(CSc2nc3ccccc3o2)nc2ccccn12
94 | 106 | 0 | 92 | 91 | 104 | -7 | 99 | COc1ccc(N2CCN(S(=O)(=O)CCNC(=O)c3cccs3)CC2)cc1
106 | 91 | 0 | 102 | 1 | 98 | -24 | 102 | CC(=O)Nc1ccc(NC(=S)NC(=O)c2cc3ccccc3o2)cc1
79 | 123 | 2 | 97 | 3 | 92 | 5 | 94 | Cc1nc(N2CCOCC2)nc(N2CCC(C)CC2)c1[N+](=O)[O-]
76 | 102 | 3 | 105 | 0 | 84 | 20 | 89 | Cc1ccc(-c2c(=O)n(O)c3ccccc3[n+]2[O-])cc1
107 | 90 | 3 | 103 | 15 | 102 | 6 | 103 | CCOC(=O)C1(Cc2cccc(OC)c2)CCN(C(C)COC)CC1 (stereo unspecified)
97 | 94 | 0 | 95 | 5 | 97 | 2 | 91 | CC(C)(C)NC(=O)N1CCCN(c2ccc(C(F)(F)F)cn2)CC1
104 | 90 | 0 | 105 | -17 | 105 | 4 | 106 | CC(C)OC(=O)CN1CCN(c2ccc(Cl)cc2)CC1
78 | 94 | 0 | 107 | 1 | 75 | -4 | 96 | Cc1cc(F)ccc1S(=O)(=O)NCC1CC2CCC1C2 (stereo unspecified)
102 | 102 | 0 | 102 | -2 | 105 | -14 | 107 | O=C(COc1ccc(Cl)cc1)Nc1nnc(-c2ccc3c(c2)CCCC3)o1
101 | 98 | 0 | 97 | -8 | 99 | 41 | 109 | O=C(CN1CCCCCC1)Nc1cccc(Br)c1
93 | 96 | 0 | 91 | 4 | 93 | 7 | 101 | COc1ccc(C2CC(=O)C(CS(=O)(=O)c3ccccc3)C(=O)C2)cc1 (stereo unspecified)
99 | 98 | 0 | 94 | 16 | 98 | 3 | 98 | Cc1ccccc1CC1(CO)CCCN(C(=O)c2ccc3ncccc3c2)C1 (stereo unspecified)
87 | 100 | 3 | 100 | 11 | 99 | -15 | 94 | CC1(c2ccc(Cl)cc2)NC(=O)N(CC(=O)N2CCc3ccccc32)C1=O (stereo unspecified)
102 | 99 | 0 | . | -3 | 99 | 1 | 100 | CCOC(=O)c1c(C)c(C(=O)NCc2cccs2)c(C)n1CC
96 | 101 | 2 | 101 | -2 | 102 | 6 | 103 | Cn1c(=O)n(Cc2ccccc2)c(=O)c2c1nc1n2CCS1
92 | 96 | 0 | 95 | 43 | 100 | 7 | 98 | COC(=O)CSc1nnc(-c2cccnc2)o1
101 | 106 | 0 | 104 | 21 | 108 | 13 | 111 | O=C(OCc1ccccc1)C1CCCN1C(=O)c1ccccc1[N+](=O)[O-] (stereo unspecified)
101 | 104 | 3 | 97 | 0 | 102 | 3 | 98 | CCOC(=O)c1ccc(NC(c2ccc(N(C)C)cc2)P(=O)(OC(C)C)OC(C)C)cc1 (stereo unspecified)
103 | 109 | 6 | 102 | 13 | 103 | 57* | 109 | Cc1nn(CC(=O)Nc2ccc(C#N)cc2)c(C)c1[N+](=O)[O-]
94 | 110 | 0 | 99 | 25 | 98 | 13 | 103 | CSc1nc2[nH]c3c(c2c2nnnn12)CCCC3
99 | 102 | 2 | 96 | -5 | 100 | -7 | 103 | CCOC(=O)c1c(C)n(-c2ccc(C)cc2)c2c(CC(C)=O)c(Br)c(OC)c(O)c12
93 | 91 | 0 | 91 | 0 | 91 | 5 | 98 | O=C(NNC(=O)c1cccc(-n2cccc2)c1)c1ccccc1
. | 96 | 16 | 99 | -5 | 100 | -32 | 92 | Cc1ccc(NC(=S)NCCC(c2ccccc2)c2ccccc2)c(C)c1
100 | 113 | 2 | 103 | -39 | 104 | 5 | 112 | Cc1cc(C(=O)NCc2ccccc2F)cs1
94 | 99 | 0 | 96 | 4 | 97 | 12 | 98 | CCOC(=O)c1c(C)nc2sc3c(c2c1-c1ccc(OC)cc1)NC(c1ccccc1)NC3=O (stereo unspecified)
114 | 111 | 0 | 101 | 11 | 109 | -1 | 113 | NC(=O)c1ccc(NC(=O)CN2CCN(S(=O)(=O)c3ccc4c(c3)OCCO4)CC2)cc1
90 | 84 | 1 | 91 | 6 | 90 | 0 | 92 | COc1ccc(NC(=O)CC2SC(N3CCCCC3)=NC2=O)cc1OC (stereo unspecified)
106 | 89 | 0 | 104 | -9 | 96 | -3 | 114 | CCOC(=O)C1CCN(C(=O)C2CCN(S(=O)(=O)c3ccc4c(c3)CC(C)N4C(C)=O)CC2)CC1 (stereo unspecified)
95 | 85 | 4 | 94 | -6 | 91 | -17 | 88 | CCn1c(O)c(/C=N/N=C/c2ccccc2)c2ccc(C3=NNC(=O)CC3)cc21
102 | 104 | 2 | 100 | 0 | 99 | 4 | 103 | O=C(COC(=O)COc1ccccc1[N+](=O)[O-])NC1CCCCC1
91 | 104 | 0 | 90 | -2 | 98 | 0 | 85 | Cc1ccc(NC(=O)CCCCCNS(=O)(=O)c2ccc(C)cc2)cc1
103 | 92 | 0 | 102 | -5 | 115 | -9 | 104 | CC(C)NC(=O)c1ccccc1NC(=O)C1CCCO1 (stereo unspecified)
104 | 90 | 3 | 104 | 5 | 102 | -18 | 104 | Fc1ccc(-n2c(-c3cccs3)nc3nc4ccccc4nc32)cc1
110 | 105 | 0 | 105 | -2 | 104 | 1 | 113 | CC(NC(=O)c1cc2c(s1)CS(=O)(=O)C2)c1ccccc1 (stereo unspecified)
95 | 98 | 0 | 99 | 8 | 101 | -4 | 102 | O=C1NC(Cc2c[nH]c3ccccc23)C(=O)N1Cc1ccc(CN2C(=O)NC(Cc3c[nH]c4ccccc34)C2=O)cc1 (stereo unspecified)
99 | 101 | 2 | 92 | 9 | 112 | 0 | 97 | O=C(NCCCN1CCCC1=O)C1CCCO1 (stereo unspecified)
93 | 123 | 0 | 102 | -1 | 101 | 17 | 101 | O=C(COc1ccc(F)cc1Cl)NC1CCCCCC1

# At a glance, 17 of the compounds above.
CIT2 TOR yeast | LAP4 TOR yeast | GRK2 aptamer HTS | RPL19A TOR yeast | JMJD2C inh | AGP1-GFP MLPCN | VLA-4 inh | MEP2-GFP yeast | smiles
99 | 102 | 2 | 96 | -5 | 100 | -7 | 103 | CCOC(=O)c1c(C)n(-c2ccc(C)cc2)c2c(CC(C)=O)c(Br)c(OC)c(O)c12
93 | 91 | 0 | 91 | 0 | 91 | 5 | 98 | O=C(NNC(=O)c1cccc(-n2cccc2)c1)c1ccccc1
. | 96 | 16 | 99 | -5 | 100 | -32 | 92 | Cc1ccc(NC(=S)NCCC(c2ccccc2)c2ccccc2)c(C)c1
100 | 113 | 2 | 103 | -39 | 104 | 5 | 112 | Cc1cc(C(=O)NCc2ccccc2F)cs1
94 | 99 | 0 | 96 | 4 | 97 | 12 | 98 | CCOC(=O)c1c(C)nc2sc3c(c2c1-c1ccc(OC)cc1)NC(c1ccccc1)NC3=O (stereo unspecified)
114 | 111 | 0 | 101 | 11 | 109 | -1 | 113 | NC(=O)c1ccc(NC(=O)CN2CCN(S(=O)(=O)c3ccc4c(c3)OCCO4)CC2)cc1
90 | 84 | 1 | 91 | 6 | 90 | 0 | 92 | COc1ccc(NC(=O)CC2SC(N3CCCCC3)=NC2=O)cc1OC (stereo unspecified)
106 | 89 | 0 | 104 | -9 | 96 | -3 | 114 | CCOC(=O)C1CCN(C(=O)C2CCN(S(=O)(=O)c3ccc4c(c3)CC(C)N4C(C)=O)CC2)CC1 (stereo unspecified)
95 | 85 | 4 | 94 | -6 | 91 | -17 | 88 | CCn1c(O)c(/C=N/N=C/c2ccccc2)c2ccc(C3=NNC(=O)CC3)cc21
102 | 104 | 2 | 100 | 0 | 99 | 4 | 103 | O=C(COC(=O)COc1ccccc1[N+](=O)[O-])NC1CCCCC1
91 | 104 | 0 | 90 | -2 | 98 | 0 | 85 | Cc1ccc(NC(=O)CCCCCNS(=O)(=O)c2ccc(C)cc2)cc1
103 | 92 | 0 | 102 | -5 | 115 | -9 | 104 | CC(C)NC(=O)c1ccccc1NC(=O)C1CCCO1 (stereo unspecified)
104 | 90 | 3 | 104 | 5 | 102 | -18 | 104 | Fc1ccc(-n2c(-c3cccs3)nc3nc4ccccc4nc32)cc1
110 | 105 | 0 | 105 | -2 | 104 | 1 | 113 | CC(NC(=O)c1cc2c(s1)CS(=O)(=O)C2)c1ccccc1 (stereo unspecified)
95 | 98 | 0 | 99 | 8 | 101 | -4 | 102 | O=C1NC(Cc2c[nH]c3ccccc23)C(=O)N1Cc1ccc(CN2C(=O)NC(Cc3c[nH]c4ccccc34)C2=O)cc1 (stereo unspecified)
99 | 101 | 2 | 92 | 9 | 112 | 0 | 97 | O=C(NCCCN1CCCC1=O)C1CCCO1 (stereo unspecified)
93 | 123 | 0 | 102 | -1 | 101 | 17 | 101 | O=C(COc1ccc(F)cc1Cl)NC1CCCCCC1
